# Assay outcomes: PubChem BioAssay, several laboratories
# SRC2 inh: human SRC2 (NCOA2) inhibition | Q15596 | HEK293 GAL4-SRC2 luciferase reporter, luminescence | inhibition, % at 9 µM | 370,000 compounds, 0.17% hits;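 active means inhibition above the mean inhibition of all tested compounds plus 3 SD, set per campaign, cut at about 52% in these data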;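 further: 0% = DMSO treated cells and 100% = cells given Gossypol at 36 µM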
# H9c2 protect: protects H9c2 cardiomyocytes from peroxide injury; H2O2 injury protection, ATPLite, 2 h; 360,000 compounds, 0.63% hits; protection from H2O2 cell death, % at 20 µM; AID 588492;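 active means compounds giving at least 50% protection of heart cells from peroxide-induced death in the single-dose screen, raw or plate-pattern-corrected value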;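 further: 0% = DMSO wells with peroxide and 100% = DMSO wells without peroxide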
# ABCB6 inh 2: blocks the human ABCB6 transporter. Q9NP58. K562-ABCB6 porphyrin accumulation, flow cytometry, 1 h; hits give low values. fluorescence ratio to DMSO, % at 10 µM. 360,000 compounds, 0.19% hits. AID 602162;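 active means fluorescence ratio to DMSO below 75%, the collection mean minus 3 SD; inconclusive means too few cells collected in the well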;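 further: signal is porphyrin accumulated inside mitochondria; 100% equals median channel fluorescence of DMSO control wells; lower ratio means ABCB6 inhibition with less porphyrin fluorescence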
# Target sequence (Q9NP58 whole entry, looked up): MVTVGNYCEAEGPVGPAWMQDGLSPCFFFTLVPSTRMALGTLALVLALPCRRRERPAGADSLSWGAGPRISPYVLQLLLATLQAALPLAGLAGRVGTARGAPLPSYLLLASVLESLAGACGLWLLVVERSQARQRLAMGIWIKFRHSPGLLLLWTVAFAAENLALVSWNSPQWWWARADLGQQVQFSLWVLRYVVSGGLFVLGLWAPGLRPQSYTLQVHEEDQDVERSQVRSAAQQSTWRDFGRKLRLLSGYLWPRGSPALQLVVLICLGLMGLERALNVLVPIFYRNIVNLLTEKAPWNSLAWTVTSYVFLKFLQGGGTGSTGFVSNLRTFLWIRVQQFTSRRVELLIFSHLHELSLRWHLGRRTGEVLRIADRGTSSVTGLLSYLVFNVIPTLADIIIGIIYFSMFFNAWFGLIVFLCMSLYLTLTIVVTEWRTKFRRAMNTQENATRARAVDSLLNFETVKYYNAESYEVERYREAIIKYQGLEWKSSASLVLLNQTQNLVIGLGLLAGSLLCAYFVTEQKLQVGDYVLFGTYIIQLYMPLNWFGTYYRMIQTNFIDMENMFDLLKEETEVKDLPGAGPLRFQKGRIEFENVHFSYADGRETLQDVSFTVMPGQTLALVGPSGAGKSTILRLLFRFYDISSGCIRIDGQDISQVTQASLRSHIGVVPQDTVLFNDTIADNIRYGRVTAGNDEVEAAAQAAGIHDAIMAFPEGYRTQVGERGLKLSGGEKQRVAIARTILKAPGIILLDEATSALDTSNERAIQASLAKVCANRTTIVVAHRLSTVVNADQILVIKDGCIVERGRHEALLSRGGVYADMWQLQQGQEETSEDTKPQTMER
# ABHD5 PLIN5 PPI: inhibitors of human ABHD5-perilipin-5 interaction; Q00G26+Q8WTS1; Split G. princeps luciferase complementation, luminescence, 4 h; inhibition, % at 4 µM; 360,000 compounds, 0.78% hits; AID 602281;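 active means inhibition above the mean inhibition across every tested compound plus 3 SD, cut at about 22% in these data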;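 further: 0% = DMSO only wells and the 100% control is not disclosed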
# TLR9-MyD88 block: inhibitors of human TLR9-MyD88 binding; Q9NR96+Q99836; CHO BLA complementation TLR9-MyD88, CCF4 FRET ratio; inhibition, % at 4.98 µM; 340,000 compounds, 0.21% hits;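 active means inhibition above the mean over all tested compounds plus 3 SD, cut at about 21% in these data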;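 further: 0% = DMSO only wells and 100% = clavulanate BLA inhibitor control wells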
# MC4R antag cAMP: blocks human MC4R cAMP signaling; P32245; MC4R-expressing cells, MTII-stimulated cAMP, LANCE TR-FRET; inhibition, % at 6.5 µM; 360,000 compounds, 0.48% hits; AID 540295;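 active means inhibition above its plate's cutoff, the mean of tested wells on that plate plus 3 SD, cut at about 29% in these data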;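 further: 0% = Melanotan II alone and 100% = Melanotan II plus saturating MCL0020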
#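 system = U2OS cells with stable human MC4R expression | also added = Melanotan II challenge after compound preincubation | dosing = one concentration, 6.5 µM nominal | incubation = compound 30 min, challenge 1 h, detection 1 h | measured by = TR-FRET with Eu-cAMP and labeled anti-cAMP, 671 nm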
# MC4R ag barr: activates human MC4R beta-arrestin recruitment | P32245 | U2OS MC4R beta-arrestin complementation, luminescence; percent of melanotan II response, DMSO zero | activation, % at 8.9 µM | 360,000 compounds, 0.98% hits;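 active means activation above a per-plate cutoff, the mean activation of sample wells on that plate plus 3 SD, cut at about 8% in these data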
# m5-HT2A agonist: activates the mouse 5-HT2A serotonin receptor. P35363. CHO-K1 mHTR2A beta-arrestin complementation, luminescence; percent of 30 µM serotonin response. activation, % at 7.6 µM. 360,000 compounds, 0.66% hits;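 active means activation above a run cutoff, the mean activation of all tested compounds plus 3 SD, cut at about 14% in these data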;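 further: 0% = plate median of compound wells and 100% = 30 µM serotonin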
# NOD2 RIPK2 PPI: blocks binding of human NOD2 to RIPK2. O43353. CHO BLA complementation NOD2-RIPK2, CCF4 ratio. inhibition, % at 4.98 µM. 360,000 compounds, 0.38% hits. AID 624267; in the data active means inhibition above about 21%;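 further: 0% = vehicle only and 100% = reference blocker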
# Glyco luc inh: N-linked glycosylation inhibition | D54 ERlucT glycosylation luciferase reporter, 24 h; percent of 100 nM tunicamycin response | reporter increase, % at 12.5 µM | 360,000 compounds, 0.23% hits | AID 588692;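 active means mean luciferase reporter signal, scaled so untreated is 0 and the glycosylation-blocking control 100, at or above a set limit in every replicate; inconclusive means mean reaches the limit but not every replicate does; inactive means mean below the limit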;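 further: luciferase carries N-glycosylation sites so blocking glycosylation raises the light; 0% = median of neutral control wells and 100% = median of 100 nM tunicamycin wells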
# Active calls of the source: *; ? = inconclusive; . = not tested or not shown. Not all compounds are listed; rates above refer to the full screens.
SMILES,SRC2 inh,H9c2 protect,ABCB6 inh 2,ABHD5 PLIN5 PPI,TLR9-MyD88 block,MC4R antag cAMP,MC4R ag barr,m5-HT2A agonist,NOD2 RIPK2 PPI,Glyco luc inh
O=C(c1ccc(N2CCCC2=O)cc1)N1CCN(c2ccc(C(F)(F)F)cc2[N+](=O)[O-])CC1,-4,-18,98,4,2,11,-1.1,2,-6,-2
Cc1ccccc1NC(=O)C[n+]1cc(-c2ccccc2)n2c1CCC2,-16,7,97,1,-3,1,-0.1,2,-8,0
O=C(NCCCN1CCOCC1)c1ccc2c(c1)N(Cc1ccccc1)CCS2,2,-2,97,6,-4,9,-2.2,-9,1,1
CCN(Cc1ccccc1)C(c1ccccn1)c1nnnn1C(C)(C)CC (configuration not stated),8,-3,95,3,2,13,-0.3,4,17,-4
Cc1ccc(N(C(=O)c2csnn2)C(C(=O)NC2CCCCC2)c2ccccn2)cc1C (configuration not stated),1,6,96,0,-13,-2,0.1,-3,-25,-1
Cc1csc2nc(CNS(=O)(=O)c3ccc4c(c3)CCCC4)cn12,2,-20,99,-11,-7,10,1.8,-4,0,4
Cc1nc2cc(O)ccc2n1C,-8,0,102,-2,9,-3,1.1,3,0,0
O=C(c1ccc(CN2CCc3ccccc3C2)cc1)N1CCCCC1,-6,18,96,-2,-4,9,-0.7,2,7,0
O=C1O[C@@H](c2ccccc2)C[C@@H](O)C(=O)CCc2ccccc21,-7,.,97,5,.,.,.,4,7,.
COc1ccc(NCc2nnc(SCC(=O)c3ccc(OC)cc3)o2)cc1,0,-3,94,10,-11,15,-0.2,1,-5,-1
COC(=O)c1sc(NC(=O)CSc2nc3cccnc3n2C)nc1C,-2,-2,104,7,3,18,3.2,-2,-11,1
O=C(Nc1cccc(S(=O)(=O)Nc2ccc(Cl)cc2)c1)c1ccccn1,21,-19,?,-5,-3,2,0.2,-9,-20,-1
CC(OC(=O)c1ccc2c(=O)n3c(nc2c1)CCCCC3)C(=O)Nc1ccc(F)cc1Cl (configuration not stated),9,-1,107,-2,3,8,2.9,3,4,-1
O=C(Nc1ccc2c(c1)OCO2)c1ccc(Cl)cc1Cl,-30,-14,96,4,-3,2,-3.0,-1,-20,-15
O=C(Nc1ccc(F)c(Cl)c1)c1cc(C2CCCCN2C(=O)c2ccc3c(c2)CCO3)on1 (configuration not stated),17,-1,94,2,.,2,-0.3,-3,-14,0
O=C(Nc1ccc(F)cc1F)C1CC(=O)N(Cc2ccccc2)C1 (configuration not stated),-9,5,95,9,-8,1,-1.5,0,-2,0
CNc1nnc(-c2ccco2)s1,13,4,96,-22,-3,2,0.4,-5,10,2
COc1ccc(NC(=O)COC(=O)CCCc2c[nH]c3ccccc23)cc1,-3,2,99,-7,-5,-2,-0.8,-6,-3,1
Nc1ccc(CCc2ccccn2)cc1,-14,7,103,5,-1,17,0.2,-1,-2,1
CCNC(=S)NNc1ccccc1,2,-5,96,-21,.,1,1.2,6,-1,0
COc1ccc2nc(SCC(=O)NCCc3ccccc3)[nH]c2c1,-10,-3,106,4,-2,0,1.1,-6,-6,-2
COC(=O)[C@@]12C[C@@H](CC(=O)NCc3cccs3)C(=O)N(Cc3ccccc3)C1=CCC(C)(C)C2,-10,.,.,8,.,.,.,-2,3,.
O=S1(=O)CCN2C(=N1)SC1=C2CCN(Cc2ccccc2)C1,-19,-3,101,7,-3,5,-2.8,0,-7,-1
Cc1nn(C)c(C(=O)NNC(=S)NCc2ccco2)c1Cl,-7,-2,105,1,-4,12,-0.8,0,-2,0
O=c1[nH]c(C2CCN(S(=O)(=O)c3ccc(C(F)(F)F)cc3)CC2)nc2c1nnn2Cc1ccc(F)cc1,-5,-1,95,8,4,-2,-1.0,-2,-10,7

# The results go on.
SMILES,SRC2 inh,H9c2 protect,ABCB6 inh 2,ABHD5 PLIN5 PPI,TLR9-MyD88 block,MC4R antag cAMP,MC4R ag barr,m5-HT2A agonist,NOD2 RIPK2 PPI,Glyco luc inh
COc1cc(OC)cc(C(=O)N2CCN(C(=O)COc3ccc4ccccc4c3)CC2)c1,-25,-1,97,-2,-5,2,0.3,-1,9,5
CC(C)(C)[C@H]1COC(=O)CC/C=C\C[C@@H](CC(=O)N[C@H](CO)Cc2ccccc2)C(=O)N1,-5,3,100,-6,5,17,0.3,-8,-2,1
COc1cc(NC(=O)C2CCCN(S(=O)(=O)c3cnc[nH]3)C2)cc(OC)c1 (configuration not stated),8,0,99,2,-4,-2,-1.1,-2,-4,2
COc1c(C)cc(Br)cc1C(=O)Nc1ccc(N2CCN(S(C)(=O)=O)CC2)cc1,-14,-3,96,4,2,4,2.7,0,-8,-2
O=C1C=C(c2cc(F)ccc2F)C[C@@H](c2ccc(Cl)cc2)C1,14,0,95,-5,0,6,-0.7,-3,-3,-5
O=C(c1ccc(Cl)cc1Cl)N1CCOCC1,-12,-3,96,-4,-10,7,0.0,-2,-5,0
Cc1ccc(C)c(NC(=S)NCc2ccc3[nH]c4c(c3c2)CCCC4)c1,11,-10,99,-6,-9,17,4.0,1,14,-6
Cc1cccc(C)c1N1C(=O)c2ccccc2NC(=O)C1C(=O)Nc1ccc2c(c1)OCCO2 (configuration not stated),21,.,.,-4,.,.,.,-2,-4,.
Cc1ccccc1C(=O)Nc1c2c(nn1C(C)(C)C)CS(=O)(=O)C2,13,0,99,2,-3,0,0.5,10,-11,-1
CCS(=O)(=O)N1CCN(c2ccccc2)CC1,-9,-6,98,-1,3,3,-1.1,-2,-17,-1
Cc1cnc(NC(=O)C2(C)CCN2C(=O)C(C)C)s1 (configuration not stated),-13,0,95,5,.,2,-1.0,2,-24,1
CCN(Cc1ccc(Cl)s1)C(=O)c1cccc(OCc2c(C)noc2C)c1,9,-7,95,9,-4,-4,-0.5,0,0,-2
C=CCN(c1ccccc1)S(=O)(=O)c1c(C)[nH]c(=O)[nH]c1=O,-1,8,102,-3,-1,7,-3.8,0,-2,1
CN(Cc1ccccc1)C(=O)c1cn(C)c2ccc(S(=O)(=O)N3CCCC3)cc2c1=O,-36,0,105,-1,-2,15,1.3,-9,-12,0
COC(=O)C1C2C=CC3(CN(Cc4cccs4)C(=O)C13)O2 (configuration not stated),26,0,98,5,-4,8,-1.8,10,2,0
O=C(O)c1ccccc1Cc1nc2cc(Cl)ccc2c(=O)[nH]1,-31,-3,98,-1,-7,-6,-1.9,-5,5,1
CCO[C@@H]1OC(C(N)=O)=C[C@H](c2cn(C(C)=O)c3ccccc23)[C@H]1CCCO,-38,4,98,-4,5,1,-2.8,1,-4,4
COCCCNC(=O)CCc1nnc2ccc(N3CCC(C)CC3)nn12,-22,5,94,-2,1,0,-1.7,0,-8,1
Cc1ccc(C(=O)COC(=O)CNC(=O)CN2C(=O)c3ccccc3C2=O)cc1,0,12,95,3,2,4,-0.8,5,-8,3
COC(=O)CCC(=O)OC1(C)C(=O)C2=CN(c3ccc(OC)cc3)C(c3ccc(OC)cc3)=CC2=C(Br)C1=O (configuration not stated),.,8,100,-19,-3,-4,0.7,9,10,1
COc1ccc(N2CCN(C(=O)CCc3cc(OC)c(OC)c(OC)c3)CC2)cc1,-13,0,94,-1,1,-1,-1.2,4,-13,1
Cc1ccc(/C=N/NC(=O)c2nnn(-c3nonc3N)c2-c2ccc3c(c2)OCO3)s1,-10,1,91,3,16,7,-1.6,-1,-9,4
Cc1ccc(Cn2nnc3c(=O)[nH]c(C4CCN(S(=O)(=O)c5ccccc5F)CC4)nc32)cc1,2,-1,101,-3,2,14,2.4,3,1,0
CCOC(=O)c1sc2ncn(CC(=O)Nc3cc(C)on3)c(=O)c2c1C,5,9,102,-9,6,1,-1.8,-1,13,3
CN1C(=O)C(CCC(=O)O)NC1=S (configuration not stated),-7,-2,98,-6,0,-4,-2.1,3,-3,1
Cc1ccc(NC(=O)N2CCCC(c3ccccc3)C2)cc1 (configuration not stated),-31,-8,95,5,-8,2,-2.1,1,-5,-3
CC(C)C[C@H](NC(=O)c1[nH]cnc1C(=O)N[C@@H](C)c1ccccc1)C(=O)OC(C)(C)C,-18,12,95,-3,-1,10,-2.3,-3,-13,-4
CC(C)N(Cc1nccn1C)C(=O)CC1C(=O)NCCN1Cc1ccccc1C(F)(F)F (configuration not stated),-6,5,104,-8,-1,3,-0.8,3,12,0
COc1ccc(S(=O)(=O)N(C)c2ccc(C(=O)Nc3c(C)n(C)n(-c4ccccc4)c3=O)cc2)cc1,7,-3,96,-1,-6,5,-1.8,2,-12,-1
O=C(NCCCN1CCCC1=O)c1ccc(CNS(=O)(=O)c2ccc(F)cc2)cc1,-23,12,104,1,-2,9,0.8,0,-2,-1

# Ordered by number of heavy atoms (lowest first): part of the list above.
SMILES,SRC2 inh,H9c2 protect,ABCB6 inh 2,ABHD5 PLIN5 PPI,TLR9-MyD88 block,MC4R antag cAMP,MC4R ag barr,m5-HT2A agonist,NOD2 RIPK2 PPI,Glyco luc inh
CCNC(=S)NNc1ccccc1,2,-5,96,-21,.,1,1.2,6,-1,0
COC(=O)C1C2C=CC3(CN(Cc4cccs4)C(=O)C13)O2 (configuration not stated),26,0,98,5,-4,8,-1.8,10,2,0
O=C(c1ccc(CN2CCc3ccccc3C2)cc1)N1CCCCC1,-6,18,96,-2,-4,9,-0.7,2,7,0

# Of the compounds above, these have fluorine:
SMILES,SRC2 inh,H9c2 protect,ABCB6 inh 2,ABHD5 PLIN5 PPI,TLR9-MyD88 block,MC4R antag cAMP,MC4R ag barr,m5-HT2A agonist,NOD2 RIPK2 PPI,Glyco luc inh
O=C(c1ccc(N2CCCC2=O)cc1)N1CCN(c2ccc(C(F)(F)F)cc2[N+](=O)[O-])CC1,-4,-18,98,4,2,11,-1.1,2,-6,-2
CC(OC(=O)c1ccc2c(=O)n3c(nc2c1)CCCCC3)C(=O)Nc1ccc(F)cc1Cl (configuration not stated),9,-1,107,-2,3,8,2.9,3,4,-1
O=C(Nc1ccc(F)c(Cl)c1)c1cc(C2CCCCN2C(=O)c2ccc3c(c2)CCO3)on1 (configuration not stated),17,-1,94,2,.,2,-0.3,-3,-14,0
O=C(Nc1ccc(F)cc1F)C1CC(=O)N(Cc2ccccc2)C1 (configuration not stated),-9,5,95,9,-8,1,-1.5,0,-2,0
O=c1[nH]c(C2CCN(S(=O)(=O)c3ccc(C(F)(F)F)cc3)CC2)nc2c1nnn2Cc1ccc(F)cc1,-5,-1,95,8,4,-2,-1.0,-2,-10,7
O=C1C=C(c2cc(F)ccc2F)C[C@@H](c2ccc(Cl)cc2)C1,14,0,95,-5,0,6,-0.7,-3,-3,-5
Cc1ccc(Cn2nnc3c(=O)[nH]c(C4CCN(S(=O)(=O)c5ccccc5F)CC4)nc32)cc1,2,-1,101,-3,2,14,2.4,3,1,0
CC(C)N(Cc1nccn1C)C(=O)CC1C(=O)NCCN1Cc1ccccc1C(F)(F)F (configuration not stated),-6,5,104,-8,-1,3,-0.8,3,12,0
O=C(NCCCN1CCCC1=O)c1ccc(CNS(=O)(=O)c2ccc(F)cc2)cc1,-23,12,104,1,-2,9,0.8,0,-2,-1
